From PubChem BioAssay
TAG inh: triacylglycerol accumulation inhibition | H9c2 cells, Nile Red lipid (TAG) fluorescence; cells loaded with 200 µM oleic acid | inhibition, % at 12.5 µM | hit rate 0.66% among 230,000 | AID 651582;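 active = pattern-corrected inhibition of lipid staining of at least 50% with the nuclear-stain viability signal not falling by more than 50%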;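 also: 0% = DMSO wells and 100% = triacsin C control wells; some results filed as inactive read as strong as hits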
TAG inh DAPI viability: second read-out of TAG inh, no call of its own (marks repeat the call); DAPI nuclei signal change (viability), lower = more cytotoxic, %;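 whole-well DAPI fluorescence read on a plate reader as a viability signal; minus 50 percent equals half of cells still viable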
An asterisk follows results filed as active. Only part of the results is shown. The share of hits here may be higher or lower than overall.

1: O=C(CCNS(=O)(=O)c1ccccc1C(F)(F)F)Nc1ccncc1
2: Cc1ccccc1NC(=O)c1cnn(-c2ccccc2)c1C
3: COc1cc(OC)cc(C(=O)NC(C(=O)NCc2ccccn2)C(C)C)c1 (stereo not given)
4: Cc1cccc(-n2ncc3c(Nc4ccc(F)cc4)ncnc32)c1
5: CC(C)C1N(C(N)=S)N=CC1(C)C (stereo not given)
6: CCc1nc2ccc(C(=O)N3CCC(O)(Cc4ccccc4)CC3)cn2c1N(C)C(=O)Cc1ccccc1
7: C/C(=N/NC(=O)c1ccc(Cn2cccn2)o1)c1cccc(NC(=O)c2ccncc2)c1
8: O=C1CCN(Cc2ccccc2)C=C1c1ccc2ccccc2c1

entry no. | 1 | 2 | 3 | 4 | 5 | 6 | 7 | 8
TAG inh | -3.5 | -2.4 | 14.4 | -0.4 | -4.0 | -5.4 | -5.9 | -6.8
TAG inh DAPI viability | -3.1 | 0.6 | -11.7 | 14.3 | 4.1 | 1.3 | 0.5 | -5.3

9: COc1ccc(F)cc1-c1cc(C(=O)NCc2cc(C(F)(F)F)cc(C(F)(F)F)c2)[nH]n1
10: CO/N=C/c1ccc(N2CCCC2)c([N+](=O)[O-])c1
11: O=C(NC(Cc1ccccc1)C(=O)N1CCCCC1)c1ccccc1 (stereo not given)
12: O=C(Nc1ccccc1Cl)OCc1cncs1
13: CC1(C)Cc2c(sc(NC(=O)Cc3ccccc3)c2C#N)C(C)(C)N1
14: O=C(Nc1ccccc1)c1nc[nH]c1C(=O)N1CCc2ccccc2C1
15: Cc1cc(C(=O)COC(=O)c2ccc(NC(=O)CC#N)cc2)c(C)n1CCc1ccc(F)cc1
16: COc1ccc(N(CC(=O)N2CCCC2)S(C)(=O)=O)cc1

entry no. | 9 | 10 | 11 | 12 | 13 | 14 | 15 | 16
TAG inh | 26.9 | 1.8 | -3.4 | 3.1 | 2.7 | 11.1 | 2.6 | 2.1
TAG inh DAPI viability | 0.9 | 6.8 | 1.7 | 6.4 | 3.0 | 0.7 | -0.7 | -3.7

17: Cn1c(SCc2cccc3ccccc23)nnc1-c1ccco1
18: Cn1nccc1C(=O)N1CCN(c2cccc(C(F)(F)F)c2)CC1
19: O=C(C[n+]1ccc(/C=C/c2ccccc2)cc1)c1ccc2c(c1)OCCO2
20: Cc1nnc2sc(SCC(=O)Nc3ccc(Cl)cc3)nn2c1=O
21: Cc1ccc(Cn2c(C3CCCN3c3nc(C)cs3)nc3cc(C(=O)NCCCO)ccc32)cc1 (stereo not given)
22: CC(C)[C@H]1C=C(C(=O)O)O[C@@H](OCc2ccc(CO)cc2)C1
23: CCCCc1nc(Cl)c(C#N)c2c1CCC2
24: CN1C(=O)CSC1=S

entry no. | 17 | 18 | 19 | 20 | 21 | 22 | 23 | 24
TAG inh | -0.5 | -10.6 | -23.8 | -4.3 | 4.3 | -3.8 | 2.8 | -2.6
TAG inh DAPI viability | -2.4 | 2.4 | 24.0 | 4.3 | 6.3 | -1.5 | -0.9 | 4.3

25: O=C(c1cc(COc2ccc(F)cc2Cl)on1)N1CCCC(OCc2cccnc2)C1 (stereo not given)
26: O=C(Nc1ccncc1)C1CCN(S(=O)(=O)c2cccc(C(F)(F)F)c2)CC1
27: COCCCn1cnc2c(c1=O)c1nc3ccccc3nc1n2CCc1ccccc1
28: O=C(CCN1C(=O)/C(=C/c2ccccc2F)SC1=S)Nc1ccccn1
29: CC(C)CC(=O)Nc1ccc(C(=O)Nc2cccc(O)c2)cc1
30: Cc1c(C(=O)NCc2ccc(F)cc2)sc(=O)n1Cc1ccc(Cl)c(Cl)c1
31: CC1CN(C(=O)COC(=O)COc2ccc(C#N)cc2)CC(C)O1 (stereo not given)
32: CC(C)C[C@H]1CNC(=S)N1CC1CCCN1C[C@H](CC(C)C)N1C[C@H](Cc2ccc(O)cc2)N(CC2CCCCCC2)C1=S (stereo not given in full)

entry no. | 25 | 26 | 27 | 28 | 29 | 30 | 31 | 32
TAG inh | -2.4 | -9.2 | 24.3 | -10.5 | 5.2 | 8.0 | -7.4 | 139.0
TAG inh DAPI viability | 0.2 | 3.1 | 22.6 | 4.7 | -8.3 | -15.9 | 12.9 | -110.6

33: CCOC(=O)C1=C(C)N(CCCC(=O)O)C(=O)NC1c1ccc([N+](=O)[O-])cc1 (stereo not given)
34: Cc1ccc(C)c(NC(=O)CCC(=O)N2CCOc3ccccc32)c1
35: Cc1ccc(OCCCC(=O)NNC(=O)c2ccncc2)cc1
36: O=C(NCCOc1ccc2ccccc2c1)c1cncc(Br)c1
37: CC1CC(C)CN(C(=O)CN2CCN(Cc3ccc(Cl)cc3)C2=O)C1 (stereo not given)
38: NCCSc1c(-c2ccc(Cl)cc2)[nH]c2ccccc12
39: CCNc1ccc(S(=O)(=O)N(C)C)cc1[N+](=O)[O-]
40: Cc1ccc(N(CC(O)CN(C)C)S(=O)(=O)c2ccccc2)cc1 (stereo not given)

entry no. | 33 | 34 | 35 | 36 | 37 | 38 | 39 | 40
TAG inh | -9.6 | 2.5 | 14.1 | 2.6 | -4.9 | 42.1 | -1.2 | 5.1
TAG inh DAPI viability | -0.4 | -7.7 | -17.3 | 1.3 | -8.9 | 4.4 | -8.6 | -7.1

41: CNc1nc(NCCOc2ccccc2Cl)c2sccc2n1
42: OCC1(Cc2ccccc2C(F)(F)F)CCN(Cc2ccncc2)CC1
43: CCOC(=O)c1cc(-c2ccco2)nc2c1c(C)nn2-c1ccccc1
44: COc1ccc(CCC(=O)NNC(=O)c2ccccn2)cc1OC
45: C/C(=N\Nc1nc2ccccc2[nH]1)c1ccc2c(c1)OCCO2
46: O=C(CN(C(=O)Cn1nnc(-c2cccs2)n1)c1ccc2c(c1)OCCO2)NCc1ccccc1
47: Cc1nn(-c2nc3ccccc3n2Cc2ccccc2)c2c1C(=O)CC(C)(C)C2
48: Cc1cc(C)c(C(=O)NC2CCCc3c2cnn3-c2ccc(C)c(C)c2)c(=O)[nH]1 (stereo not given)

entry no. | 41 | 42 | 43 | 44 | 45 | 46 | 47 | 48
TAG inh | -7.0 | 3.9 | 2.5 | -0.6 | 6.0 | -13.8 | -31.2 | -13.3
TAG inh DAPI viability | 11.0 | -0.2 | 35.9 | -6.5 | 1.5 | 10.6 | 22.0 | 4.6

49: O=C(CN1C(=O)NC2(CCCCCC2)C1=O)c1ccc(Cl)cc1
50: O=C(CNc1cccc(S(=O)(=O)N2CCOCC2)c1)N1CCc2ccccc21
51: CC(=O)c1c(C)nc2ccc(Br)cc2c1C(=O)O
52: CCCN1CCN(C(=O)c2cn(CC(C)C)c(=O)c3cc(OC)c(OC)cc23)CC1
53: CCOc1ccc(CN2CCN(C/C=C/c3ccc(OC)cc3)CC2CCO)cc1 (stereo not given)
54: CCOc1ccc(NC(=O)c2ccc(CNc3c(NC4CCCCC4)c(=O)c3=O)cc2)cc1
55: Cc1cccc(C(=O)NC(=S)Nc2ccccc2C(=O)O)c1
56: O=C(Cn1ccc([N+](=O)[O-])n1)NCc1nc2ccccc2[nH]1

entry no. | 49 | 50 | 51 | 52 | 53 | 54 | 55 | 56
TAG inh | -6.6 | -1.0 | 7.8 | 6.0 | -11.6 | -2.2 | 3.5 | 3.1
TAG inh DAPI viability | 3.8 | -0.2 | -1.2 | 3.2 | 28.0 | -0.5 | -6.5 | 0.8

57: CCN(C(=O)COc1ccc(N(C)S(=O)(=O)c2ccc(NC(C)=O)cc2)cc1)C1CCCCC1
58: O=C(CCCSc1ccccc1)Nc1ccc(Cl)c(S(=O)(=O)N2CCOCC2)c1
59: Cc1ccc(C(=O)COC(=O)c2nc3nccc(C)n3n2)c(C)c1
60: O=C(c1cc(-c2ccccc2)nn1-c1ccccc1)N1CCN(S(=O)(=O)c2cccc(F)c2)CC1
61: C[C@@H]1CN([C@@H](C)CO)C(=O)CCCn2cc(nn2)CO[C@H]1CN(C)C(=O)OCc1ccccc1
62: O=C(NCCCN1CCOCC1)c1ccc2c(=O)n(CCc3ccccc3)c(=O)[nH]c2c1
63: COC(=O)c1ccc(-c2ccco2)n1Cc1cc(C)ccc1C
64: Cc1cnc(C(=O)Nc2ccc3c(c2)CCC3)cn1

entry no. | 57 | 58 | 59 | 60 | 61 | 62 | 63 | 64
TAG inh | 5.4 | -19.9 | -7.2 | 0.8 | -2.9 | 14.6 | -15.3 | 10.9
TAG inh DAPI viability | -9.8 | -12.0 | 36.0 | -3.6 | 11.2 | 11.0 | 22.3 | 1.7

65: Cc1cccc(CNC(=O)c2ccc3c(c2)N(C)CCS3)c1
66: CC1Cc2ccccc2N1S(=O)(=O)c1cccc(C(=O)NCCCn2ccnc2)c1 (stereo not given)
67: NC(=O)c1sc2nc(-c3ccccc3)c3c(c2c1N)CCCC3
68: CCOC(=O)C1CCCN(S(=O)(=O)c2cc3c4c(c2)CCC(=O)N4CCC3)C1 (stereo not given)
69: O=C(NC1=NCCS1)c1ccc(Cl)c(Cl)c1
70: Cc1[nH]nc2c1C(c1ccccc1F)CC(=O)N2 (stereo not given)
71: CCCCn1c(=N)n(CC(O)COc2ccc(C)cc2)c2ccccc21 (stereo not given)
72: C[C@@H]1CCCCO[C@@H](CN(C)C(=O)CCCN(C)C)[C@@H](C)CN([C@H](C)CO)C(=O)c2cc(NC(=O)CCC(F)(F)F)ccc2O1

entry no. | 65 | 66 | 67 | 68 | 69 | 70 | 71 | 72
TAG inh | 2.0 | -20.3 | 0.5 | -23.9 | -0.1 | 3.9 | -18.4 | -3.7
TAG inh DAPI viability | 5.1 | 11.6 | 6.7 | 2.9 | 4.5 | 13.8 | 42.9 | -3.7

73: CC(=O)N1CCC(C(=O)Nc2cc(S(=O)(=O)N3CCCCC3)ccc2C)CC1
74: CC(/C=N/NC(=O)Cn1cnc2c1c(=O)n(C)c(=O)n2C)=C\c1ccccc1
75: Cc1ccc(C(=O)NCC(=O)OC(C)C(=O)NC2CCCc3ccccc32)cc1 (stereo not given)
76: Cn1c(=O)c2c(nc(N3CCCCCC3)n2CC(=O)c2ccccc2)n(C)c1=O
77: Cc1ccc(-c2nnn(CC(=O)NC3CC4CCC3C4)n2)cc1 (stereo not given)
78: CC(=O)N1N=C(c2cccs2)CC1c1ccc(C)o1 (stereo not given)
79: COc1ccc(-c2noc(-c3ccc(Br)o3)n2)cc1
80: Fc1cccc(Cl)c1CSc1ccc2nnc(-c3ccccn3)n2n1

entry no. | 73 | 74 | 75 | 76 | 77 | 78 | 79 | 80
TAG inh | -6.5 | -5.2 | -25.7 | -4.5 | 0.7 | 4.4 | -5.2 | -7.3
TAG inh DAPI viability | 6.9 | 0.0 | 3.7 | 3.4 | 3.9 | -7.2 | 3.2 | 2.6

By substructure: the compounds so far containing bromine
36: O=C(NCCOc1ccc2ccccc2c1)c1cncc(Br)c1
51: CC(=O)c1c(C)nc2ccc(Br)cc2c1C(=O)O
79: COc1ccc(-c2noc(-c3ccc(Br)o3)n2)cc1

entry no. | 36 | 51 | 79
TAG inh | 2.6 | 7.8 | -5.2
TAG inh DAPI viability | 1.3 | -1.2 | 3.2

Other results
81: O=C(N/C(=C\c1ccc(-c2ccccc2)o1)C(=O)N1CCOCC1)c1ccccc1
82: O=c1c2ccccc2[nH]c(=S)n1CCN1CCCCC1
83: COc1cnc(SCc2ccc(Cl)cc2)nc1Cl
84: CCc1ccc(C(C)NC(=O)c2ccncc2)cc1 (stereo not given)
85: COc1cc(C)c(Br)cc1S(=O)(=O)N1CCCC1
86: COc1cc(C(=O)OCC(=O)Nc2cc(C)on2)c([N+](=O)[O-])cc1OC
87: COc1cccc(-c2cc(C(=O)NCc3cccs3)no2)c1
88: CSc1ncccc1C(=O)Nc1ccc2c(c1)OCO2

entry no. | 81 | 82 | 83 | 84 | 85 | 86 | 87 | 88
TAG inh | -5.9 | 4.5 | 13.6 | -6.2 | -21.0 | -0.7 | -12.9 | 5.6
TAG inh DAPI viability | 4.2 | -2.8 | 5.5 | 4.2 | -0.9 | -7.4 | -1.7 | -1.7

In another format: 6 of the compounds above.
| item | SMILES | TAG inh | TAG inh DAPI viability |
| --- | --- | --- | --- |
| 81 | O=C(N/C(=C\c1ccc(-c2ccccc2)o1)C(=O)N1CCOCC1)c1ccccc1 | -5.9 | 4.2 |
| 87 | COc1cccc(-c2cc(C(=O)NCc3cccs3)no2)c1 | -12.9 | -1.7 |
| 88 | CSc1ncccc1C(=O)Nc1ccc2c(c1)OCO2 | 5.6 | -1.7 |
| 85 | COc1cc(C)c(Br)cc1S(=O)(=O)N1CCCC1 | -21.0 | -0.9 |
| 86 | COc1cc(C(=O)OCC(=O)Nc2cc(C)on2)c([N+](=O)[O-])cc1OC | -0.7 | -7.4 |
| 82 | O=c1c2ccccc2[nH]c(=S)n1CCN1CCCCC1 | 4.5 | -2.8 |

(list continues)
89: COc1ccc(CSc2nc(C)cc(=O)[nH]2)cc1
90: Cn1c(=O)c2c(nc(SCCN3CCOCC3)n2C)n(C)c1=O
91: CCN(C(=O)COC(=O)CC1CCCCC1)c1c(N)n(Cc2ccccc2)c(=O)[nH]c1=O
92: CC(=O)Nc1ccc(NC(=O)C23CC4CC(C2)CC(n2cnc(Br)n2)(C4)C3)cc1
93: Cc1ccc(CNC(=O)C(NS(=O)(=O)c2ccc3nc(C)sc3c2)C(C)C)cc1 (stereo not given)
94: COC(=O)CNC(=O)COC(=O)/C=C/c1ccccc1[N+](=O)[O-]
95: O=C(Cc1cccc(NC(=O)C2CCCN(C(=O)c3ccccc3)C2)c1)Nc1ccc(C(=O)N2CCCCC2)cc1 (stereo not given)
96: CCOc1ccc(NS(=O)(=O)c2ccc(C(=O)N3CCCC(C)C3)cc2)cc1 (stereo not given)
97: Cc1ccc(C(=O)N(C)CC(=O)Nc2ccc(F)c(F)c2F)o1

entry no. | 89 | 90 | 91 | 92 | 93 | 94 | 95 | 96 | 97
TAG inh | -21.5 | -8.0 | -16.7 | -0.3 | -7.3 | -2.6 | 37.0 | -63.5 | 2.1
TAG inh DAPI viability | 1.6 | -1.0 | -1.0 | -1.0 | -7.6 | 1.5 | 3.8 | 3.8 | -7.1
